H9c2 TAG inh – inhibitors of triacylglycerol accumulation, primary screen, cell-based, uHTS, fluorescence, H9c2 | H9c2 cells, Nile Red lipid (TAG) fluorescence; cells loaded with 200 µM oleic acid | inhibition, % at 12.5 µM | 230,000 compounds, 0.66% hits;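 active = pattern-corrected inhibition of lipid staining of at least 50% with the nuclear-stain viability signal not falling by more than 50%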;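 also: 0% = DMSO wells and 100% = triacsin C control wells; some results filed as inactive read as strong as hits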
H9c2 TAG inh DAPI viability – also measured in H9c2 TAG inh; calls as there; DAPI nuclei signal change (viability), lower = more cytotoxic, %;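 whole-well DAPI fluorescence read on a plate reader as a viability signal; minus 50 percent equals half of cells still viable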
Active calls of the source: *; i = inactive. This is a subset, so the mix of outcomes need not match the whole.

SMILES	H9c2 TAG inh	H9c2 TAG inh DAPI viability
CCCCN(C(=O)CCCc1nc2ccccc2s1)c1c(N)n(CCCC)c(=O)[nH]c1=O	0.7	4.3
Fc1ccccc1CSc1nnnn1-c1ccc2c(c1)OCO2	-3.0	-4.0
COc1ccc(-c2nnc(SCC(=O)N3CCOCC3)o2)cc1OC	4.2	-9.0
CCOc1cccc(C(=O)N/N=C/c2coc3ccccc3c2=O)c1	-6.6	-3.4
Cc1cc(C)n2nc(C(=O)N3CCCC(Nc4ccc(F)c(F)c4)C3)cc2n1 (stereo not given)	0.5	10.0
CC1(C(=O)NS(=O)(=O)c2ccccc2)CCN1C(=O)C1CCCCC1 (stereo not given)	-11.0	1.5
O=C(NC1CCCCC1)c1cc2c(cc1Cl)N1CCCCCC1=NS2(=O)=O	-8.9	4.5
O=C(NCCc1ccccn1)c1ccc(NS(=O)(=O)c2ccc(F)cc2)cc1	-3.5	-4.7
CC(=O)Nc1ccc(S(=O)(=O)N2CCN(C(=O)N3CCCCC3)CC2)cc1	-20.4	12.5
Cc1cc(=O)c2ccc(NC(=O)c3ccccc3)cc2[nH]1	-1.1	5.1
CSc1ncccc1C(=O)Nc1ccc(F)c(F)c1F	-7.2	i
Cc1oc(-c2ccc(C(F)(F)F)cc2)nc1CN(Cc1ccccn1)C[C@@H]1CCC(=O)N1	8.7	-0.9
C[C@H](CO)N1C[C@H](C)[C@H](CN(C)Cc2cncnc2)Oc2cc(Br)ccc2S1(=O)=O	-4.5	-9.3
COc1ccc(NC(=O)C/C(C)=N/NC(=O)c2cnccn2)cc1	14.8	-0.8
Cc1ccc(NC(=O)C(C)OC(=O)/C=C/c2ccccc2)cc1 (stereo not given)	-11.0	8.8
COc1ccccc1CNCc1cccs1	-6.4	-0.3
O=C(N/C(=C\c1ccco1)C(=O)N1CCOCC1)c1ccco1	-9.7	11.4
CC1(C)Cc2c(sc(NC(=O)c3ccc(Br)o3)c2C#N)CO1	-4.6	-10.3
CCn1c(SC(C)C(=O)Nc2ccc3c(c2)OCCO3)nnc1C1CC1 (stereo not given)	22.7	-5.2
COc1ccccc1NC(=O)CSc1n[nH]c(Cc2ccccc2)n1	-18.7	8.4
Cc1nc(SCC(=O)O)n[nH]1	3.2	-6.0
CCc1ccc(Nc2oc(C)cc(=O)c2C(C)=O)cc1	-10.1	2.4
O=C1NC[C@H](Cc2ccccc2)N(CC2CCN(CCCC3CCCC3)CC2)C1=O	12.1	1.3
O=C(NCc1ccccc1Cl)c1cccc2c1C(=O)c1ccc(-c3ccc(OC(F)(F)F)cc3)cc1S2(=O)=O	-3.5	-13.1
Cn1c(=O)c2cc(NC(=S)NCc3ccccc3F)ccc2n1C	-2.7	38.2
O=C(Cc1ccccc1)Nc1ccc(N2CCCC2)cc1	8.8	11.5
C/C(=N/NC(=O)c1cn(-c2cccc(C)n2)cn1)c1ccc(C)cc1	2.4	-2.2
O=C(COc1coc(CN2CCN(c3ccc(F)cc3)CC2)cc1=O)NC1CCCCC1	-2.7	0.4
O=C(NCCc1csc(-c2ccccc2)n1)c1cccs1	16.6	-15.7
O=C(CC1C(=O)NCCN1CC(c1ccccc1)c1ccccc1)NCCc1cn[nH]c1 (stereo not given)	-7.6	0.5
OCC[C@@H]1C[C@@H](O)[C@H](O)[C@@]2(CCc3ccccc3CO2)O1	-5.3	4.3
COc1ccc2cnn(-c3ccccc3C)c(=O)c2c1OC	2.2	-0.8
CCN(C[C@H]1N[C@@](CC)(C(=O)OC)[C@H]2C(=O)N(Cc3ccccc3)C(=O)[C@@H]12)C(=O)C1CCCCC1	-9.9	4.9
O=C(NN=Cc1ccc2c(c1)CCN2)c1cccs1	0.8	-1.7
CCCS(=O)(=O)c1nc(S(=O)(=O)c2ccc(C)cc2)c(NCCN2CCOCC2)s1	14.3	-16.2
CC1ON=C(c2ccccn2)N(Cc2ccc3c(c2)OCO3)C1=O (stereo not given)	-6.7	2.7
Cc1c(NC(=O)C(C#N)=C2CCCCC2)c(=O)n(-c2ccccc2)n1C	0.1	-0.7
O=C(CSc1nnc(-c2cccs2)n1-c1ccccc1)c1ccc2c(c1)OCCO2	-9.3	-4.6
COc1ccccc1CNC(=O)CCS(=O)(=O)c1ccc(Cl)cc1	6.4	-3.0
CC1CCC2(CC1)OCC1(CCC3(COC4(CCC(C)CC4)OC3)C1=O)CO2 (stereo not given)	-1.2	-4.0
O=C(NN=C1CCCC1)c1cc(O)cc(O)c1	-15.5	-2.7
COc1ccc(NS(=O)(=O)c2ccc(N3CCOCC3)c(NC(=O)c3ccc(OC)cc3)c2)cc1	10.4	-8.3
O=C(COc1ccc(Br)cc1)N1CCC(c2ccccc2)C1 (stereo not given)	11.2	-5.3
O=C(NNC(=O)C1[C@H]2CCCC[C@@H]12)c1ccc(=O)oc1 (stereo not given in full)	10.3	5.8
Cc1nnc(NC(=O)c2ccc(F)c(S(=O)(=O)N3CCCCC3)c2)s1	5.7	3.3
COc1cc(Nc2ncnc(N)n2)cc(OC)c1OC	6.8	0.8
Cc1ccc(N(C)S(=O)(=O)c2ccc(C)cc2)cc1	-0.8	-14.6
O=C(NCCc1ccccc1)C(=O)c1c[nH]c2ccccc12	-2.1	-0.5
COc1cccc(C(=O)OCC(=O)c2ccc(S(=O)(=O)N3CCCCC3)cc2)c1OC	4.8	-2.4
CCc1ccc2c(c1)NC(=O)C2(C)Cc1ccccc1Cl (stereo not given)	5.6	-2.8
CCCCCc1nnc(NC(=O)Cn2cnc3ccccc3c2=O)s1	-0.8	-2.5
O=C(NC(=S)Nc1ccc(Br)cc1)C1CCC1	-7.0	-3.0
CCOC(=O)c1[nH]cnc1C(=O)NC(C)C	1.4	6.2
Cc1onc(-c2c(Cl)cccc2Cl)c1C(=O)c1ccc(F)cc1	1.0	-5.9
O=C(c1ccc(Cl)cc1)N1CCCC(C(=O)N2CCc3ccccc3C2)C1 (stereo not given)	7.6	1.9
Clc1ccc(-c2nnc(-c3ccccc3)c(N3CCSCC3)n2)cc1	15.2	-1.2
COc1ccc(CN(C)C(c2ccccc2)c2nnnn2-c2ccccc2C)c(OC)c1C (stereo not given)	0.5	6.2
CSc1ccccc1C(=O)N1CCc2ccccc2C1	-7.5	-9.0
COc1ccc(C(=O)/C=C/C(=O)N(CC(=O)NC2CCCCC2)CC2CCCO2)c(O)c1 (stereo not given)	3.5	-1.7
O=C(Cc1ccccc1)Nc1ccc(NC(=O)Cc2ccccc2)c(Cl)c1	-10.0	1.8

The list continues:
SMILES	H9c2 TAG inh	H9c2 TAG inh DAPI viability
O=C(NC1CCC(O)CC1)C1CCN(S(=O)(=O)c2c(Cl)cccc2Cl)CC1 (stereo not given)	15.8	-0.9
COc1ccc(C(c2nnnn2C2CCCC2)N2CCc3ccccc3C2)cc1OC (stereo not given)	-4.9	3.9
Cc1ccc(NC(=O)c2ccccc2O)cc1	-8.0	3.7
COc1ccccc1C(=O)Cc1ccccc1	-6.0	-1.7
CCOc1ccc(S(=O)(=O)N2CCCCC2)cc1NC(=O)c1cccnc1OCC	-2.7	-7.2
O=C(CC1C(=O)NCCN1C(=O)Nc1ccccc1)Nc1cccc(Cl)c1 (stereo not given)	28.0	-9.4
CS(=O)(=O)NN1C(=O)c2ccccc2NC12CCCC2	-2.4	6.2
O=C(CCCN1C(=O)/C(=C\c2cccs2)SC1=S)Nc1cc([N+](=O)[O-])ccc1O	12.2	2.1
CNC(=S)NNc1nncc2ccccc12	6.2	0.9
COCCSc1nnc(NC(=O)c2ccc([N+](=O)[O-])cc2)s1	-4.0	5.6
O=C(NC(=S)Nn1cnc2c(cnn2-c2ccccc2)c1=O)c1ccc(Cl)cc1	2.8	-0.3
CC(C)c1ccccc1-n1c(-c2cccnc2)n[nH]c1=S	1.6	3.0
Cc1ccc(/C=C/C(=O)OCC(=O)NC(=O)NCc2ccco2)cc1	-5.3	-2.0
Cc1ccc(C(C(=O)NCc2ccccc2)N(C(=O)c2csnn2)c2cccc3ccccc23)o1 (stereo not given)	2.0	6.7
O=C(C[n+]1cccc2ccccc21)c1ccc(Br)cc1	7.1	-0.2
Cc1ccc(-c2noc(CCC(=O)NCc3ccccc3CN3CCOCC3)n2)cc1	-2.6	1.2
O=c1[nH]c2c(n(C3CCCCC3)c1=O)CCC2	-8.2	12.5
Cc1ccc(S(=O)(=O)N2CCOCC2)cc1NC(=O)COC(=O)CCc1c[nH]c2ccccc12	-10.9	-2.3
COc1ccc(OC)c(-c2csc(N(Cc3ccco3)C(=O)c3ccco3)n2)c1	-5.2	13.7
COC(=O)c1[nH]c2cc(OC)ccc2c1NC(=O)CCN1CCCCC1	-4.1	1.7

25 compounds out of the list, ordered by formula weight, smallest number first.
SMILES	H9c2 TAG inh	H9c2 TAG inh DAPI viability
Cc1ccc(NC(=O)c2ccccc2O)cc1	-8.0	3.7
O=c1[nH]c2c(n(C3CCCCC3)c1=O)CCC2	-8.2	12.5
CCc1ccc(Nc2oc(C)cc(=O)c2C(C)=O)cc1	-10.1	2.4
Cc1ccc(N(C)S(=O)(=O)c2ccc(C)cc2)cc1	-0.8	-14.6
O=C(Cc1ccccc1)Nc1ccc(N2CCCC2)cc1	8.8	11.5
CSc1ccccc1C(=O)N1CCc2ccccc2C1	-7.5	-9.0
CS(=O)(=O)NN1C(=O)c2ccccc2NC12CCCC2	-2.4	6.2
CC1ON=C(c2ccccn2)N(Cc2ccc3c(c2)OCO3)C1=O (stereo not given)	-6.7	2.7
CCOc1cccc(C(=O)N/N=C/c2coc3ccccc3c2=O)c1	-6.6	-3.4
COCCSc1nnc(NC(=O)c2ccc([N+](=O)[O-])cc2)s1	-4.0	5.6
Cn1c(=O)c2cc(NC(=S)NCc3ccccc3F)ccc2n1C	-2.7	38.2
COc1ccccc1NC(=O)CSc1n[nH]c(Cc2ccccc2)n1	-18.7	8.4
CCCCCc1nnc(NC(=O)Cn2cnc3ccccc3c2=O)s1	-0.8	-2.5
COC(=O)c1[nH]c2cc(OC)ccc2c1NC(=O)CCN1CCCCC1	-4.1	1.7
Clc1ccc(-c2nnc(-c3ccccc3)c(N3CCSCC3)n2)cc1	15.2	-1.2
CC1(C)Cc2c(sc(NC(=O)c3ccc(Br)o3)c2C#N)CO1	-4.6	-10.3
Cc1cc(C)n2nc(C(=O)N3CCCC(Nc4ccc(F)c(F)c4)C3)cc2n1 (stereo not given)	0.5	10.0
O=C(CC1C(=O)NCCN1C(=O)Nc1ccccc1)Nc1cccc(Cl)c1 (stereo not given)	28.0	-9.4
O=C(NC1CCCCC1)c1cc2c(cc1Cl)N1CCCCCC1=NS2(=O)=O	-8.9	4.5
O=C1NC[C@H](Cc2ccccc2)N(CC2CCN(CCCC3CCCC3)CC2)C1=O	12.1	1.3
Cc1ccc(-c2noc(CCC(=O)NCc3ccccc3CN3CCOCC3)n2)cc1	-2.6	1.2
O=C(COc1coc(CN2CCN(c3ccc(F)cc3)CC2)cc1=O)NC1CCCCC1	-2.7	0.4
CCCS(=O)(=O)c1nc(S(=O)(=O)c2ccc(C)cc2)c(NCCN2CCOCC2)s1	14.3	-16.2
Cc1ccc(C(C(=O)NCc2ccccc2)N(C(=O)c2csnn2)c2cccc3ccccc23)o1 (stereo not given)	2.0	6.7
Cc1ccc(S(=O)(=O)N2CCOCC2)cc1NC(=O)COC(=O)CCc1c[nH]c2ccccc12	-10.9	-2.3

Part of the list above in order of heavy-atom count, lowest first:
SMILES	H9c2 TAG inh	H9c2 TAG inh DAPI viability
CNC(=S)NNc1nncc2ccccc12	6.2	0.9
CCOc1ccc(S(=O)(=O)N2CCCCC2)cc1NC(=O)c1cccnc1OCC	-2.7	-7.2
COc1ccc(C(c2nnnn2C2CCCC2)N2CCc3ccccc3C2)cc1OC (stereo not given)	-4.9	3.9

(more compounds)
SMILES	H9c2 TAG inh	H9c2 TAG inh DAPI viability
COC(=O)[C@@H]1C[C@@H](C(=O)O)[C@H](C)C1(C)C	-21.8	0.6
O=C(NCCc1c[nH]c2ccccc12)C(=O)NCC1OCCN1S(=O)(=O)c1ccc(F)cc1 (stereo not given)	2.3	2.1
O=C(COc1ccc(Cl)cc1)NCc1nnc(SCC(=O)NC2CCCCC2)o1	6.9	-7.9
COc1ccc(C(=O)N/N=C(/C)c2cccc(NC(=O)c3ccncc3)c2)cc1OC	-0.6	2.0
Cc1nn(-c2ccccc2)c(C)c1NC(=O)COC(=O)c1ccccc1OC(F)F	6.8	2.3
Cn1nc(C(=O)Nc2cccnc2)c2ccccc2c1=O	25.8	-8.9
Cc1cccc(NC(=O)CNC(=O)c2ccco2)n1	11.6	5.5
COC(=O)c1cc(CNC(=O)c2ccc(S(=O)(=O)N(C)c3ccccc3)cc2)ccc1OC	9.8	-3.7
CC(=O)Nc1ccc(NC(=O)N2CCOCC2)cc1	-12.5	3.6
C/C(=N\NC(=O)c1ccc(Br)cc1)c1ccccc1	-8.3	-2.6
COc1ccc2[nH]c3c(c2c1)CCn1c-3nc2ccccc2c1=O	10.9	18.8
O=C(O)c1ccc(Cl)c(S(=O)(=O)NC(Cc2ccccc2)C(=O)O)c1 (stereo not given)	6.5	-12.5
CC(=O)NN1C(=O)c2ccccc2NC1c1ccoc1 (stereo not given)	-28.0	9.0

Source: PubChem
